Source: PubChem BioAssay
NTR1 agonist – agonists of NTR1, primary screen, imaging, U2OS cells, beta-arrestin-GFP, high content (AID 493036) | P30989 | activation, % at 20 µM | 330,000 compounds, 0.17% hits | NTR1-U2OS beta-arrestin-GFP spot imaging, agonist mode;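 active = activation at or above 40% of the spot to cytoplasm intensity ratio, with at least 20 cells analyzed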;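 also: 0% = DMSO without peptide and 100% = 100 nM NTR1 peptide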
Target sequence (P30989 whole entry, looked up): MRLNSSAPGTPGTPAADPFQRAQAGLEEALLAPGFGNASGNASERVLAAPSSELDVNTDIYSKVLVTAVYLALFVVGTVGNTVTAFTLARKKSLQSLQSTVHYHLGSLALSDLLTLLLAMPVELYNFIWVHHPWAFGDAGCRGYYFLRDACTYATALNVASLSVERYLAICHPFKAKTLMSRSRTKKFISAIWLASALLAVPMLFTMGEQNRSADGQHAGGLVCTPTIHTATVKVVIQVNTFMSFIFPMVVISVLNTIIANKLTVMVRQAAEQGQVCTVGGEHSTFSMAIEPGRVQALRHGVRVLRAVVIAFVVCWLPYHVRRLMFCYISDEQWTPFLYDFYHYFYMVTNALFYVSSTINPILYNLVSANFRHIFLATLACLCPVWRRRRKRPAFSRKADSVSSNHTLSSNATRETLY
GPR35 antagonists – inhibition of zaprinast-stimulated GPR35 beta-arrestin translocation – imaging, U2OS, beta-arrestin-GFP, zaprinast agonist, primary screen (AID 2058) | 290,000 compounds, 0.052% hits | U2OS GPR35 beta-arrestin-GFP translocation imaging, zaprinast antagonism; higher % means a stronger effect | one-dose inhibition, % at 10 µM; IC50 in µM for titrated hits;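 active = inhibition of at least 50% with at least 30 cells and total cytoplasm GFP at most 10,000,000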
GPR55 beta-arrestin – GPR55 agonists via beta-arrestin recruitment, primary screen, imaging, U2OS cells, beta-arrestin-GFP redistribution (AID 1961) | U2OS GPR55 beta-arrestin-GFP redistribution imaging; higher % means a stronger effect | one-dose activation, % at 10 µM; EC50 in µM for titrated hits | 290,000 compounds, 0.048% hits;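 active = activation above 40% with more than 50 cells counted in the well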;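 also: U2OS osteosarcoma cells stably expressing GPR55 and beta-arrestin-GFP; plate controls were DMSO negative control for no effect and LPI positive control for full effect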
Siah-1 displacement – blockers of Siah-1 interaction with plectin peptide – biochemical, fluorescence polarization, rhodamine-plectin, uHTS, primary screen (AID 1817) | Siah-1 / rhodamine-plectin peptide fluorescence polarization; higher % means a stronger effect | one-dose displacement, % at 20 µM; IC50 in µM for titrated hits | 290,000 compounds, 0.02% hits;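 active = displacement of at least 50% at 20 µM, with a fluorescence ratio check between 0.3 and a set limit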;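 also: plate controls were Siah plus tracer with DMSO for no effect and tracer alone without Siah for full effect; strong numbers were not always called active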
Dengue-2 NS5 capping – flavivirus cap methylation enzyme inhibition – biochemical, confirmation dose response, primary screen (AID 588689); Dengue-2 NS5 methyltransferase capping enzyme assay, biochemical; higher % means a stronger effect; 340,000 compounds, 0.3% hits; inhibition, % at 25 µM, or IC50 in µM where a hit was titrated; in the data active = a potency from the dose series
GPR55 antagonists – inhibition of LPI-stimulated GPR55 beta-arrestin translocation – imaging, U2OS, beta-arrestin-GFP, LPI agonist, primary screen (AID 2013); 290,000 compounds, 0.13% hits; U2OS GPR55 beta-arrestin-GFP translocation imaging, LPI antagonism; higher % means a stronger effect; inhibition, % at 10 µM, or IC50 in µM where a hit was titrated;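 active = spots per cell inhibited over 60%, with over 100 cells counted and total cytoplasm intensity under 500,000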;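 also: U2OS cells stably carrying GPR55 and arrestin-GFP stimulated by 5 µM LPI near EC80; imaged beta-arrestin-GFP aggregate spots per cell after agonist stimulation; plate controls were LPI-stimulated DMSO wells for no effect and DMSO wells without LPI for full effect; some results filed as inactive read as strong as hits; confirmed hits need IC50 under 10 µM and bright autofluorescent wells are also inconclusive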
AID2073 – inhibitors of Mint1-CaV2.2 protein interaction, biochemical, HTRF (AID 2073). 290,000 compounds, 0.19% hits. HTRF protein-protein interaction, Mint1-CaV2.2; higher % means a stronger effect. one-dose inhibition, % at 20 µM; IC50 in µM for titrated hits; in the data active = inhibition mostly above about 51%, no sharp cut-off; also: some results filed as inactive read as strong as hits
HIV fusion peptide – inhibitors of HIV fusion peptide binding, primary screen, biochemical, uHTS, fluorescence dequenching (AID 1986); 290,000 compounds, 0.3% hits; cell-free peptide binding, fluorescence dequenching, 30 min; higher % means a stronger effect; inhibition, % at 20 µM, or IC50 in µM where a hit was titrated; in the data active = inhibition mostly above about 52%, no sharp cut-off; inactive = mostly below about 76%; also: some results filed as inactive read as strong as hits
UTI89 phage lysis – inhibition of K1F phage lysis, E. coli UTI89, bacterial capsule biogenesis inhibitors, alamar blue (AID 488966); inhibition, % at 100 µM, or IC50 in µM where a hit was titrated; 340,000 compounds, 0.02% hits; E. coli UTI89 K1F phage lysis, alamar blue, 2 h; higher % means a stronger effect;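 active = phage lysis inhibition, versus mean bacterial control, above a set limit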;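 also: capsule biogenesis inhibitors block K1F phage lysis so surviving cells raise fluorescence; higher fluorescence means more inhibition of phage lysis; actives were called in the ten point dose series up to 300 µM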
NTR1 agonist cell count 20 µM – further read-out of NTR1 agonist, marked with its call; cell count; measured here: cell count, cytotoxicity flag
Dengue-2 NS5 capping pilot replicate – also measured in Dengue-2 NS5 capping; calls as there; inhibition, %; measured here: pilot screen replicate inhibition
Active calls of the source: *; i = inactive; . = no result given; [ ] = remark or other dose.

SMILES	NTR1 agonist	NTR1 agonist cell count 20 µM	GPR35 antagonists	GPR55 beta-arrestin	Siah-1 displacement	Dengue-2 NS5 capping	GPR55 antagonists	AID2073	HIV fusion peptide	UTI89 phage lysis	others
Cc1cc(/C=N/NC(=O)Cn2c3ccccc3c(=O)c3ccccc32)c(C)n1-c1ccccc1	-0.2	64	13.9%	-0.1%	-2.1%	-1.3%	.	16.3%	2.2%	4.5%[50 µM]
Cc1cccn2cc(-c3ccc(Cl)cc3)nc12	1.2	46	-0.3%	-0.3%	-3.9%	-10.1%	-1.4%	3.8%	0.8%	0.8%
O=C1CC(NCc2ccc3c(c2)OCO3)C(=O)N1CCc1ccccc1 (stereo unspecified)	-0.1	63	4.7%	-0.1%	-3.5%	3.5%	-2.0%	-1.1%	-1.6%	1.8%
C/C(=N\NC(=O)CNC(=O)C1COc2ccccc2O1)c1ccco1 (stereo unspecified)	-1.8	86	12.1%	-0.1%	1.2%	3.9%	0.4%	9.1%	-1.3%	0.9%[50 µM]
Cn1c(N2CCN(C(=O)NC34CC5CC(CC(C5)C3)C4)CC2)nc2ccccc21	0.4	91	-1.7%	-0.4%	2.9%	-1.6%	6.0%	3.1%	3.6%	0.1%
Cc1c(C(=O)NCCN2C(=O)S/C(=C\c3cccnc3)C2=O)cccc1[N+](=O)[O-]	2.2	66	-5.3%	0.2%	3.3%	-1.5%	13.8%	-36.5%	-2.2%	-0.9%[50 µM]
O=C(O)c1ccc(Sc2nnnn2-c2ccccc2)c([N+](=O)[O-])c1	0.3	56	21.7%	-0.1%	0.8%	3.3%	2.0%	-6.2%	-3.8%	2.2%
CN1CCN(NC(=O)CN2C(=O)/C(=C/c3c(Cl)cccc3Cl)SC2=S)CC1	0.5	81	-0.7%	-0.1%	5.9%	-7.0%	4.4%	-10.8%	-0.1%	6.7%
CCc1ccc(/C=c2\s/c(=C\C(=O)C(C)(C)C)[nH]c2=O)cc1	24.5	45	-7.6%	-0.1%	-5.4%	-5.5%	-4.5%	2.1%	4.6%	0.5%
O=C(NCc1ccccc1)C(c1ccccc1)N(C(=O)c1csnn1)c1ccc(F)cc1 (stereo unspecified)	0.5	49	-1.0%	0.2%	0.8%	-0.8%	-2.1%	3.5%	0.0%	-0.1%
O=c1cc2c(nn1Cc1ccc(Cl)cc1Cl)-c1ccccc1CC2	7.0	52	-22.4%	-0.1%	1.2%	0.0%	-14.3%	-5.1%	0.2%	2.6%
CC(C)Cc1nnc(NC(=O)CCC(=O)NC2CCCC2)s1	2.0	65	-3.8%	0.3%	-0.5%	-9.2%	2.4%	1.4%	1.2%	0.3%
O=C1NC2(CCSC2)C(=O)N1CC(=O)N(Cc1ccccc1)C1CCS(=O)(=O)C1 (stereo unspecified)	-2.1	47	16.9%	-0.2%	-5.3%	-2.3%	-12.8%	-11.3%	-1.0%	0.0%
CC(C)(C)c1nc(CN2CCCCC2)cc(CN2CCCCC2)c1O	-0.1	54	-2.0%	0.3%	-2.7%	-12.0%	21.2%	-5.0%	-1.2%	12.7%
c1ccc(-c2ccnc3ncnn23)nc1	-1.5	81	-10.4%	-0.1%	-3.2%	-3.7%	3.1%	4.4%	-2.4%	0.3%
Cc1sc(NC(=O)c2ccc(=O)n(C)n2)nc1-c1ccccc1	1.5	50	6.8%	0.1%	-7.2%	-10.1%	-11.9%	3.7%	-3.3%	-0.1%
CCn1c(SCC(=O)Nc2nccs2)nnc1-c1ccccc1	-0.4	47	-11.2%	0.1%	-2.1%	-4.8%	-0.3%	0.1%	-2.2%	0.4%
CCOC(=O)c1sc(N)nc1-c1ccccc1	-1.2	105	7.2%	1.2%	-0.6%	-7.0%	-3.0%	-8.0%	-1.0%	-1.2%
O=C(Nc1ccc2c(c1)CCC2)Nc1ccccc1F	-0.6	58	-5.4%	-0.1%	-1.8%	-12.7%	21.2%	14.2%	1.7%	0.4%
CCOC(=O)c1c(C(C#N)C#N)cc(C)nc1C	-0.7	88	-0.9%	-0.2%	-2.3%	0.7%	-2.9%	-2.0%	2.7%	2.2%
CN(CC(=O)Nc1cccc(F)c1)C(=O)c1cc(S(=O)(=O)N(C)C)ccc1N1CCCC1	0.3	54	-3.0%	-0.1%	-1.5%	1.3%	13.5%	7.7%	1.5%	-0.3%
Cc1ccc(COc2ccsc2C(=O)O)cc1	.	.	-1.1%	0.1%	-0.3%	-9.2%	4.7%	-4.8%	-0.3%	-0.2%
COc1ccc(NC2CCCN(C(=O)CCc3cccc(F)c3)C2)cc1 (stereo unspecified)	0.6	54	6.4%	-0.1%	-3.3%	0.0%	19.8%	-22.2%	-2.2%	-0.1%
CCOC(=O)C1C(c2ccc(O)c(O)c2)NC(=S)NC1(O)C(F)(F)F (stereo unspecified)	2.1	50	4.4%	0.1%	0.5%	2.9%	-7.8%	-31.7%	1.8%	0.9%
CN(C)S(=O)(=O)N1CCc2ccc(NC(=O)C3CCCO3)cc2C1 (stereo unspecified)	1.1	59	-2.9%	0.3%	5.3%	5.8%	-0.4%	4.3%	1.5%	1.2%[50 µM]

Taken from above (nine entries):
SMILES	NTR1 agonist	NTR1 agonist cell count 20 µM	GPR35 antagonists	GPR55 beta-arrestin	Siah-1 displacement	Dengue-2 NS5 capping	GPR55 antagonists	AID2073	HIV fusion peptide	UTI89 phage lysis	others
CCn1c(SCC(=O)Nc2nccs2)nnc1-c1ccccc1	-0.4	47	-11.2%	0.1%	-2.1%	-4.8%	-0.3%	0.1%	-2.2%	0.4%
CCOC(=O)c1sc(N)nc1-c1ccccc1	-1.2	105	7.2%	1.2%	-0.6%	-7.0%	-3.0%	-8.0%	-1.0%	-1.2%
O=C(Nc1ccc2c(c1)CCC2)Nc1ccccc1F	-0.6	58	-5.4%	-0.1%	-1.8%	-12.7%	21.2%	14.2%	1.7%	0.4%
CCOC(=O)c1c(C(C#N)C#N)cc(C)nc1C	-0.7	88	-0.9%	-0.2%	-2.3%	0.7%	-2.9%	-2.0%	2.7%	2.2%
CN(CC(=O)Nc1cccc(F)c1)C(=O)c1cc(S(=O)(=O)N(C)C)ccc1N1CCCC1	0.3	54	-3.0%	-0.1%	-1.5%	1.3%	13.5%	7.7%	1.5%	-0.3%
Cc1ccc(COc2ccsc2C(=O)O)cc1	.	.	-1.1%	0.1%	-0.3%	-9.2%	4.7%	-4.8%	-0.3%	-0.2%
COc1ccc(NC2CCCN(C(=O)CCc3cccc(F)c3)C2)cc1 (stereo unspecified)	0.6	54	6.4%	-0.1%	-3.3%	0.0%	19.8%	-22.2%	-2.2%	-0.1%
CCOC(=O)C1C(c2ccc(O)c(O)c2)NC(=S)NC1(O)C(F)(F)F (stereo unspecified)	2.1	50	4.4%	0.1%	0.5%	2.9%	-7.8%	-31.7%	1.8%	0.9%
CN(C)S(=O)(=O)N1CCc2ccc(NC(=O)C3CCCO3)cc2C1 (stereo unspecified)	1.1	59	-2.9%	0.3%	5.3%	5.8%	-0.4%	4.3%	1.5%	1.2%[50 µM]

(listing goes on)
SMILES	NTR1 agonist	NTR1 agonist cell count 20 µM	GPR35 antagonists	GPR55 beta-arrestin	Siah-1 displacement	Dengue-2 NS5 capping	GPR55 antagonists	AID2073	HIV fusion peptide	UTI89 phage lysis	others
COc1cc2[nH]c(C(=O)Nc3ccc4c(c3)OCCO4)cc2c(OC)c1OC	0.7	63	-5.6%	0.2%	0.7%	5.5%	9.1%	2.7%	0.9%	0.2%
CC(=O)C1=C(C)NC(=O)NC1c1cccc(O)c1 (stereo unspecified)	0.4	71	9.4%	0.4%	-0.3%	-2.3%	-2.2%	-7.5%	0.5%	-0.1%
Cc1ccc2[nH]c3c(=O)n(CC(=O)NCCc4ccc(Cl)cc4)ncc3c2c1	0.1	62	-0.9%	-0.2%	4.4%	-0.9%	11.3%	24.7%	2.0%	-0.1%
O=[N+]([O-])c1cccc(C2Nc3cccc4cccc(c34)N2)c1	1.1	46	-8.5%	-0.3%	66.1%	4.5%	10.5%	9.1%	24.2%	0.0%
Nc1ccc2nc(CCCCc3nc4ccccc4[nH]3)[nH]c2c1	-0.2	63	2.9%	0.2%	-7.2%	-1.3%	-6.7%	19.9%	-1.2%	0.5%	Dengue-2 NS5 capping pilot replicate=-3.3
CC1CCCCC1NC(=O)CCS(=O)(=O)c1ccc2c(c1)NC(=O)CO2 (stereo unspecified)	1.7	47	8.0%	-0.2%	i	-6.3%	3.3%	0.4%	1.1%	0.3%
COc1ccccc1NC(=O)Cn1c([N+](=O)[O-])cnc1C	-0.1	58	-7.4%	-0.1%	5.0%	.	14.0%	-0.3%	1.4%	1.3%
Cc1ccc(/C=N/NC(=O)c2cccs2)s1	-1.7	61	1.3%	-0.2%	15.1%	-5.5%	-13.2%	3.8%	-3.0%	-0.1%
Cc1ccc(CSCC(=O)N2CCCC2)cc1	0.0	88	-11.8%	-0.1%	-5.4%	12.8%	-0.4%	-6.3%	0.0%	0.3%
CCOc1ccc(Br)cc1C(=O)N/N=C/c1ccc([N+](=O)[O-])cc1	3.3	46	-24.3%	0.1%	26.8%	-10.2%	3.6%	10.6%	-5.0%	-0.4%
Cc1ccc(S(=O)(=O)N/N=C\c2cn(-c3ccccc3)nc2-c2ccccc2)cc1	5.5	53	6.9%	-0.1%	-0.1%	-2.8%	-0.9%	3.0%	5.3%	3.4%
COc1ccc(NC(=O)CN(C)C(=O)CCC2CCCC2)cc1	1.3	57	-1.3%	0.0%	-0.7%	-1.6%	-16.2%	-0.4%	-0.1%	0.2%
Cn1ccnc1C1CCCCN1C(=O)c1cc(COc2ccc(F)cc2F)on1 (stereo unspecified)	1.0	65	-1.6%	0.0%	1.0%	1.5%	-3.8%	5.3%	-1.3%	0.5%
Cc1ccc(N2CC(C(=O)Nc3nnc(SCc4cccnc4)s3)CC2=O)cc1 (stereo unspecified)	3.2	38	1.5%	-0.1%	7.7%	-7.7%	12.4%	-7.6%	-1.0%	0.1%
CN(C)CCNC(=O)c1onc(CSc2ccc(F)cc2)c1C(=O)NCCN(C)C	2.0	92	7.4%	-0.2%	2.1%	-1.6%	14.0%	0.0%	-1.3%	1.7%
CCCN1CN(Cc2ccco2)c2nc3ccccc3n2C1	-0.3	80	1.1%	0.3%	-3.0%	-4.1%	6.9%	9.8%	-1.4%	0.4%
